mec2-1 – NCI yeast anticancer drug screen, S. cerevisiae mec2-1 strain. growth inhibition, % at 50 µM. hit rate 9% among 79,000. AID 157;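 further: 0% = growth of vehicle-only cultures of the same strain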
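Mutant yeast (mec2-1) grown with compound; growth inhibition relative to vehicle control reported.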
yeast sgs1 mgt1 – NCI yeast anticancer drug screen, S. cerevisiae sgs1 mgt1 strain. growth inhibition, % at 50 µM. hit rate 10% among 78,000;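 further: 0% = growth of vehicle-only cultures of the same strain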
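Inhibition of yeast growth, normalised to vehicle-treated controls, is reported for a strain bearing genetic alterations in DNA damage repair.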
yeast mlh1 rad18 – NCI yeast anticancer drug screen, S. cerevisiae mlh1 rad18 strain; % growth inhibition at 50 µM; hit rate 11% among 79,000; AID 175;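 further: 0% = growth of vehicle-only cultures of the same strain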
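Steps: expose repair-defective yeast to compound; measure growth; express inhibition against vehicle-treated controls.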
yeast cln2 rad14 – NCI yeast anticancer drug screen, S. cerevisiae cln2 rad14 strain; hit rate 8.3% among 78,000; AID 165; % growth inhibition at 50 µM;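 further: 0% = growth of vehicle-only cultures of the same strain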
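Growth of compound-exposed yeast (cln2 rad14 genotype) measured and expressed as inhibition relative to vehicle.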
rad50 – NCI yeast anticancer drug screen, S. cerevisiae rad50 strain | growth inhibition, % at 50 µM | hit rate 10% among 79,000 | AID 155;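 further: 0% = growth of vehicle-only cultures of the same strain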
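A DNA repair-deficient yeast mutant serves as the test organism; compound-induced growth inhibition is calculated against vehicle-treated cells.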
bub3 – NCI yeast anticancer drug screen, S. cerevisiae bub3 mutant strain; % growth inhibition at 50 µM; AID 167; hit rate 9.9% among 78,000;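 further: 0% = growth of vehicle-only cultures of the same strain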
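Compounds were applied to a genetically altered yeast strain carrying a cell-cycle control defect. Growth inhibition was scored against vehicle-treated controls.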
The depositor's hits bear a star; & = joins results of further samples. No stated cut-off is given here; in the data, active means growth inhibition above about 70%; inactive means the rest.

The opening 17 records, to show the layout:
Values run as follows: mec2-1 | yeast sgs1 mgt1 | yeast mlh1 rad18 | yeast cln2 rad14 | rad50 | bub3
O=C(O)c1cc2ccccc2c2cc3ccccc3cc12
    39 | 27 | 71* | 57 | 29 | 33
c1ccc(CSC2=NCCS2)cc1
    -19 | -13 | -4 | -57 | 15 | -17
COc1cccc(N=NN2CCCC2)c1
    14 | 18 | 23 | 20 | 16 | 7
O=[N+]([O-])c1cc(F)c(F)cc1F
    4 | -21 | 27 | -32 | -27 | -15
CCOC(=O)COc1cc2c(cc1C(C)c1ccc(OCc3ccccc3)c(OC)c1)OCO2 (stereo not given)
    -8 | -10 | -6 | 11 | -1 | -7
CC(C)NCC(O)COc1cccc2[nH]c3ccccc3c12 (stereo not given)
    -8 | -8 | 0 | -36 | -3 | -1
Nc1cc(=O)c(N)c(N)[nH]1
    -2 | -10 | 6 | -51 | 16 | -28
O=c1c2cc(-c3ccccc3)sc2nc2n1N=C(c1ccc(Cl)cc1)CS2
    -26 | -11 | -13 | -36 | -30 | -31
CCOC(=O)/C(=C\c1ccc(C)o1)P(=O)(OCC)OCC
    -19 | -13 | -35 | -30 | -39 | -46
COc1ccc(O)cc1
    14 | -23 | -9 | 16 | 6 | 11
CC1(C2(C)CC2(Br)Br)CC1(Br)Br (stereo not given)
    -1 | 11 | -1 | 16 | 11 | -2
COSCCCC(C)=O
    4 | -5 | 14 | 14 | 26 | 7
Cc1ccc(S(=O)(=O)Oc2ccccc2NS(=O)(=O)c2ccccc2)cc1
    53 | 76* | 48 | 52 | 68 | 14
Cc1cccc(-c2nc3sc(-c4cccc(C)n4)nc3s2)n1
    3 | -13 | -16 | -30 | -10 | 4
OC1(C(F)(F)F)NN2C=CC=CC2=NO1 (stereo not given)
    -20 | -23 | -12 | -6 | -22 | 12
COc1ccc(C2OCCN2C)cc1 (stereo not given)
    1 | -34 | -22 | -23 | 13 | -7
c1ccc2c(c1)Cc1c-2c2c(c3c1-c1ccccc1C3)-c1ccccc1C2
    31 | -4 | -20 | 3 | 3 | 26

All compounds of this part, from the first entry:
Values run as follows: mec2-1 | yeast sgs1 mgt1 | yeast mlh1 rad18 | yeast cln2 rad14 | rad50 | bub3
O=C(O)c1cc2ccccc2c2cc3ccccc3cc12
    39 | 27 | 71* | 57 | 29 | 33
c1ccc(CSC2=NCCS2)cc1
    -19 | -13 | -4 | -57 | 15 | -17
COc1cccc(N=NN2CCCC2)c1
    14 | 18 | 23 | 20 | 16 | 7
O=[N+]([O-])c1cc(F)c(F)cc1F
    4 | -21 | 27 | -32 | -27 | -15
CCOC(=O)COc1cc2c(cc1C(C)c1ccc(OCc3ccccc3)c(OC)c1)OCO2 (stereo not given)
    -8 | -10 | -6 | 11 | -1 | -7
CC(C)NCC(O)COc1cccc2[nH]c3ccccc3c12 (stereo not given)
    -8 | -8 | 0 | -36 | -3 | -1
Nc1cc(=O)c(N)c(N)[nH]1
    -2 | -10 | 6 | -51 | 16 | -28
O=c1c2cc(-c3ccccc3)sc2nc2n1N=C(c1ccc(Cl)cc1)CS2
    -26 | -11 | -13 | -36 | -30 | -31
CCOC(=O)/C(=C\c1ccc(C)o1)P(=O)(OCC)OCC
    -19 | -13 | -35 | -30 | -39 | -46
COc1ccc(O)cc1
    14 | -23 | -9 | 16 | 6 | 11
CC1(C2(C)CC2(Br)Br)CC1(Br)Br (stereo not given)
    -1 | 11 | -1 | 16 | 11 | -2
COSCCCC(C)=O
    4 | -5 | 14 | 14 | 26 | 7
Cc1ccc(S(=O)(=O)Oc2ccccc2NS(=O)(=O)c2ccccc2)cc1
    53 | 76* | 48 | 52 | 68 | 14
Cc1cccc(-c2nc3sc(-c4cccc(C)n4)nc3s2)n1
    3 | -13 | -16 | -30 | -10 | 4
OC1(C(F)(F)F)NN2C=CC=CC2=NO1 (stereo not given)
    -20 | -23 | -12 | -6 | -22 | 12
COc1ccc(C2OCCN2C)cc1 (stereo not given)
    1 | -34 | -22 | -23 | 13 | -7
c1ccc2c(c1)Cc1c-2c2c(c3c1-c1ccccc1C3)-c1ccccc1C2
    31 | -4 | -20 | 3 | 3 | 26
CC(C)(C)c1ccc(OCC(=O)O)c(Br)c1
    23 | 15 | 3 | 64 | 10 | 3
COc1ccc(C(=O)Nc2c(Cl)cccc2Cl)cc1OC
    1 | 13 | 25 | 20 | 17 | 30
c1ccc(N2CCCC2(c2ccccc2)c2ccccc2)cc1
    11 | 47 | 28 | -12 | 29 | 23
CB1NN=C(C)c2sccc21
    -5 | -1 | -9 | -12 | 4 | -13
O=C1OC(C(O)CO)C(O)C1O (stereo not given)
    7&-20 | -6&8 | 0&-4 | -29&-2 | -12&-5 | -11&-16
C[n+]1ccc2ccccc2c1
    5&1 | 1&21 | 10&10 | -2&-37 | -7&7 | -6&3
COc1ccc2c(c1)c1c3c(ccc4ncn2c43)N(CCO)CCN=1
    -52 | -26 | 2 | -24 | -20 | -12
Cc1cccc(C)c1OCCN(C)C
    0 | -2 | -3 | -2 | 1 | 3
NC(=S)C1CCC(C2CCCCC2)CC1 (stereo not given)
    95* | 97* | 96* | 83* | 96* | 96*
CCCCOC(=O)/C(CC(=O)C=C(C)C)=N\NS(=O)(=O)c1ccc(C)cc1
    -14 | -10 | -6 | 5 | 2 | -8
COc1ccc(N)c(C(O)CCNC(C)=O)c1 (stereo not given)
    -23 | -26 | -39 | -8 | -20 | -43
O=C(O)/C=C(/Br)c1ccccc1
    8 | -14 | -24 | -2 | -29 | 1
CCC/C(=N/NC(N)=O)C1=CCCCC1
    -5 | -3 | 3 | -28 | 0 | -19
Nc1nc2nc(Br)[nH]c2c(=O)[nH]1
    -8 | -29 | -34 | -17 | -6 | -14
OC(c1cccs1)c1cc2ccccc2s1 (stereo not given)
    -17 | -21 | 5 | -5 | -3 | 20
CC(=O)Oc1c(CCOc2ccccc2)sc2ccccc12
    -17 | 16 | 3 | -7 | -5 | 1
O=C1NC(=S)N/C1=C\c1ccccc1
    -2 | -8 | 18 | -39 | 19 | 9
Cc1[nH]c(=O)[nH]c(=O)c1CO
    38&-11 | 7&6 | 56&5 | 34&22 | 30&10 | 47&-5
CC(C)CCOC(=O)COc1ccc(Cl)cc1Cl
    -14 | 4 | -17 | 19 | 7 | 19
COCCCC(NC(=O)C(CC(C)C)NC(=O)OCc1ccc(OC)cc1)C(=O)OC (stereo not given)
    -13 | -2 | 8 | 7 | -10 | -9
CC1=C(C)CC2(CC1)C(=O)C1(CCC(C)=C(C)C1)C2=O (stereo not given)
    1 | -3 | 16 | 14 | 25 | 17
CC(C)(C)OC(=O)N(CCCN)CCCCN(CCCN)C(=O)OC(C)(C)C
    -10 | 5 | -62 | 13 | 8 | -6
O=S(=O)(Oc1ccc(-c2ccccc2)cc1Br)c1ccccc1
    -1 | 6 | -6 | 8 | 13 | 2
CC1=C(C#N)C(C)(C)c2ccccc21
    -11 | 2 | -13 | -26 | 20 | 10
CC(=O)Oc1ccc(C(=O)c2ccccc2)c(O)c1
    50 | 74* | 62 | 59 | 70* | 74*
CC1CCCCN1P(c1ccccc1)N1CCCCC1C (stereo not given)
    17 | 18 | 23 | 24 | 28 | 35
CC1NC(=O)OC1C(C)(C)C (stereo not given)
    -3 | -1 | -5 | -19 | 7 | -5
O=C1CC(/C2=C/CC/C=C(/C3CC(=O)OC3=O)CC/C(C3CC(=O)OC3=O)=C\CC2)C(=O)O1 (stereo not given)
    7 | -22 | 7 | 1 | 9 | 3
CS(=O)(=O)OC1C(OC(=O)c2ccccc2)COC(OCc2ccccc2)C1OS(C)(=O)=O (stereo not given)
    13 | -12 | 6 | -13 | -5 | 5
C=CCCCCCCCCCCCCCCCCC
    -24 | -13 | -28 | 10 | -26 | -16
CC(=O)Nc1c(Cl)cc(N)cc1Cl
    -23 | 2 | 4 | 10 | 9 | -16
CC(=O)Oc1ccc(C(C)C)cc1
    -31 | -25 | -2 | -14 | -10 | -11
CCn1c(C)nc(N)c1C(N)=O
    0 | -5 | 1 | -12 | 0 | 0
O=C(Nc1cccc([N+](=O)[O-])c1)OCC#CCOC(=O)Nc1cccc([N+](=O)[O-])c1
    8 | 14 | 16 | 12 | 4 | 10
C#CC(C)(O)c1ccc(Cl)cc1 (stereo not given)
    -2 | 9 | 3 | -7 | 14 | -26
O=C1c2cccc3cccc(c23)C1(Br)Br
    23 | 71* | 68 | 56 | 68 | 56
C/C(=N/N=C(N)N)c1cnc(N/N=C(\C)c2cnc(NN)nc2C)nc1C
    11 | 14 | 24 | -10 | 1 | 8
CC(=O)CC(=O)NC12CC3CC(CC(C3)C1)C2
    -18 | -28 | -2 | -4 | -12 | -23
NC1C(=O)NC(=O)NC1=S (stereo not given)
    10 | 46 | -15 | -31 | 43 | 2
NC(N)=Nc1nc2ccc([N+](=O)[O-])cc2[nH]1
    -24 | -17 | 9 | -25 | 1 | -50
COC(=O)C1CCC(C)(C(N)=O)C1(C)C (stereo not given)
    3 | -11 | 10 | -38 | 16 | 5
CSC(C(OC(C)=O)C(OC(C)=O)C(OC(C)=O)C(COC(C)=O)OC(C)=O)n1cnc2c(=S)nc[nH]c21 (stereo not given)
    -12 | -12 | 2 | 13 | 26 | 0
O/N=C1/CCSc2ccccc21
    -9 | 17 | 8 | 16 | 21 | 28

Next section; the last 2 above are carried over.
Values run as follows: mec2-1 | yeast sgs1 mgt1 | yeast mlh1 rad18 | yeast cln2 rad14 | rad50 | bub3
CSC(C(OC(C)=O)C(OC(C)=O)C(OC(C)=O)C(COC(C)=O)OC(C)=O)n1cnc2c(=S)nc[nH]c21 (stereo not given)
    -12 | -12 | 2 | 13 | 26 | 0
O/N=C1/CCSc2ccccc21
    -9 | 17 | 8 | 16 | 21 | 28
CCCCCCn1cnc2c(=O)[nH]c(N)nc21
    4 | -17 | -10 | -7 | -2 | -9
O=C(OC1c2cccc3cccc(c23)C1O)c1ccccc1 (stereo not given)
    -2 | 2 | 2 | 3 | 8 | 6
Cn1c([N+](=O)[O-])cnc1CN1CCN(CCO)CC1
    -7 | -39 | 3 | 27 | -3 | -20
CCC1SC=C(c2ccccc2)NC1=O (stereo not given)
    -7 | -4 | -4 | -14 | -2 | -1
CCOC(=O)C(NC(=O)c1cccc(Cl)c1)(Nc1ccc(S(=O)(=O)Nc2cc(C)on2)cc1)C(F)(F)F (stereo not given)
    69 | 82* | 91* | 85* | 67 | 79*
O=[N+]([O-])c1ccc(-n2cccc2)cc1
    20 | -1 | -7 | 44 | -1 | -1
CCOC(=O)c1cnc(=O)n(Cc2ccccc2)c1N
    1 | 11 | -8 | 0 | -1 | 0
O=C1CCC(Cc2ccc(C(F)(F)F)cc2)C(=O)N1 (stereo not given)
    22 | 96* | 7 | -43 | 2 | -53
Nc1ccc(I)cn1
    6 | -4 | -4 | -12 | -3 | 15
O=C(O)CNC(=O)c1cccc(Cl)c1
    12 | 15 | 15 | 13 | 12 | 17
CCOC1(c2ccccc2)c2ccccc2Sc2ccccc21
    13 | 6 | 16 | -6 | -12 | 14
O=P1(Cc2ccccc2)C(c2ccccc2)=C(O)CC1c1ccccc1 (stereo not given)
    0 | 25 | -12 | 13 | 10 | 13
COc1ccc(C2C3=C(CCCC3=O)OC3=C2C(=O)CCC3)cc1
    1 | -16 | 13 | -17 | -7 | 10
COC(=O)CCc1ccc2c(c1)CCC2
    0 | 28 | -27 | 33 | 1 | 40
OCCc1ccccc1
    -14 | -4 | -12 | -24 | -17 | 2
C[N+](C)(C)/N=C(/CCC/C(=N\[N+](C)(C)C)c1ccccc1)c1ccccc1
    -1 | 14 | 14 | -27 | 30 | 0

Screens: PubChem BioAssay, NCI
